Compound activity: PubChem BioAssay, several laboratories
RTF Ca sens inh: cardiac RTF calcium sensitivity inhibitors, primary screen, biochemical, IANBD-TnC fluorescence, EC70 calcium; Troponin I, cardiac muscle (Homo sapiens) + Troponin T, cardiac muscle (Homo sapiens) + …; IANBD-labeled cardiac RTF, Ca2+ fluorescence; inhibition, % at 7.15 µM; 340,000 compounds, 0.12% hits;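 active means inhibition above the mean inhibition of all tested compounds plus 3 SD, cut at about 17% in these data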;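 further: assay run at fixed EC70 calcium of 1.6 mM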
C-LANA FP: inhibitors of KSHV C-LANA binding to DNA, primary screen, biochemical, fluorescence polarization, FAM-LBS DNA, MBP-C-LANA, single point; 340,000 compounds, 0.078% hits; Kaposi's sarcoma herpesvirus LANA C-terminal domain (residues 932-1162) DNA binding; inhibition, % at 9 µM;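 active means highest replicate inhibition at or above 60% at 9 µM, even if other replicates fall short; inactive means all replicates below 60% inhibition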;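 further: 0% = neutral control wells and 100% = 4 µM acridine orange control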
PKA-R2B act: activators of PKA-R2B holoenzyme, primary screen, biochemical, fluorescence polarization, Cy5-IP20, human | PKA-R2B holoenzyme dissociation; R2B truncated from residue 108, S112A mutant; 0% DMSO only, 100% 113 µM cGMP | cAMP-dependent protein kinase catalytic subunit beta (Homo sapiens) + cAMP-dependent … | AID 504700, 2011 | activation, % at 11.4 µM | 340,000 compounds, 0.079% hits;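 active means activation above a cutoff set at the mean over all compounds plus 3 SD, cut at about 18% in these data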;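 further: higher means more holoenzyme dissociation and a rise in polarization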
Target sequence (P31323 whole entry, looked up, other chains not shown, the tested form may be a part): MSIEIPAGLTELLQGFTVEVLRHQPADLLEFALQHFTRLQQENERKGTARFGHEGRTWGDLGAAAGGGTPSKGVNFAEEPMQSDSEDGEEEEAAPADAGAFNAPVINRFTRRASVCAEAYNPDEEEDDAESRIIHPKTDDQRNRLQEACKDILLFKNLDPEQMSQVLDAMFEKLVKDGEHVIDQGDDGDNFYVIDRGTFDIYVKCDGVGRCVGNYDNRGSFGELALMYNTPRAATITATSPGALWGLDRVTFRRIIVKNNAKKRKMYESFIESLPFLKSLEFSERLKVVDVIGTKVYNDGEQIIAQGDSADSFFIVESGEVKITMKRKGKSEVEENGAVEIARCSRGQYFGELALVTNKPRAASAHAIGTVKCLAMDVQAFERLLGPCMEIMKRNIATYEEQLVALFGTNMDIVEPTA
RTF Ca sens act: cardiac RTF calcium sensitivity activators, primary screen, biochemical, IANBD-TnC fluorescence, EC20 calcium. IANBD-labeled TnC RTF fluorescence at EC20 calcium; 0% EC20 calcium, 100% full calcium. 340,000 compounds, 0.24% hits. activation, % at 7.2 µM. Troponin I, cardiac muscle (Homo sapiens) + Troponin T, cardiac muscle (Homo sapiens) + …;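 active means activation above the mean over all tested compounds plus 3 SD, cut at about 30% in these data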;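 further: rise in fluorescence read as greater calcium sensitivity of cardiac thin filaments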
CAL PDZ FP-1: CAL PDZ peptide-binding inhibitors, primary screen, biochemical, fluorescence polarization, Cer-tagged CAL PDZ, HTS; Golgi-associated PDZ and coiled-coil motif-containing protein (Homo sapiens), Q9HD26; inhibition, % at 20 µM; AID 504414, 2011; purified CAL PDZ, TMR-peptide fluorescence polarization, 1 h; 330,000 compounds, 0.02% hits;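 active means highest replicate inhibition of at least 40%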;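 further: plate controls were DMSO neutral control wells for no effect and unlabeled competitor peptide control wells for full effect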
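Read-out basis: mP drop reported as inhibition | Assay system: Tagged CAL PDZ protein CerCALP, purified | Benchmarks: Unlabelled peptide for full inhibition, DMSO wells as neutral | Schedule: 1 h incubation at room temperature before polarization reading | Buffer or medium: Sodium phosphate/NaCl buffer pH 7.4 with TCEP, IgG, Thesit | Doses: Single point, 20 µM | Measured by: Fluorescence polarization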
SR-BI uptake up: activators of SR-BI mediated DiI-HDL uptake, primary screen, ldlA[mSR-BI] CHO cells, DiI fluorescence | 3 h; 100 = double the neutral-control signal | activation, % at 12.5 µM | 320,000 compounds, 0.096% hits;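 active means mean replicate activation of at least 60% and every replicate at or above 60%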;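 further: 0% = median plate neutral-control signal and 100% = twice that signal; values of inactives mirror those of a sister screen read the other way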
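Assay system: CHO ldlA[mSR-BI] cells, LDL receptor-null, SR-BI overexpressing; medium: Ham's F12 with 0.5% BSA, HEPES 25 mM, pH 7.4; also added: DiI-HDL 10 µg/mL; timing: 3 h uptake period with compound, 37 °C; signal: DiI fluorescence, bottom read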
CAL PDZ FP-2: untagged CAL PDZ binding inhibitors, primary screen, biochemical, fluorescence polarization, HTS; Golgi-associated PDZ and coiled-coil motif-containing protein (Homo sapiens), Q9HD26; purified CAL PDZ, TMR-peptide fluorescence polarization, 1 h; inhibition, % at 24.9 µM; 300,000 compounds, 0.92% hits; AID 602252, 2012;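 active means mean inhibition of at least 30% with at least half of replicates also reaching 30%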;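 further: 0% = DMSO neutral control and 100% = excess unlabeled competitor peptide PRC23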
Keap1-Nrf2 PPI: Keap1-Nrf2 protein-protein interaction inhibitors, primary screen, biochemical, fluorescence polarization, single point. Keap1 Kelch-Nrf2 peptide fluorescence polarization, 1536-well. inhibition, % at 9.4 µM. 340,000 compounds, 0.15% hits. AID 504523, 2011; in the data active means inhibition above about 12%;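 further: human Keap1 Kelch domain with fluorescein labeled Nrf2 9mer peptide probe; 0% = neutral control wells and 100% = peptide positive control; higher means more block of Keap1 binding to Nrf2 peptide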
DAGLB inh: DAGLB lipase inhibitors, primary screen, biochemical, fluorescence, HTS; inhibition, % at 5.17 µM; HEK293T DAGLB membrane lysate, EnzChek fluorogenic substrate; Diacylglycerol lipase-beta (Homo sapiens), Q8NCG7; 340,000 compounds, 0.059% hits; in the data active means inhibition above about 34%;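 further: 0% = enzyme with vehicle and 100% = wells lacking enzyme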
Target sequence (Q8NCG7 whole entry, looked up): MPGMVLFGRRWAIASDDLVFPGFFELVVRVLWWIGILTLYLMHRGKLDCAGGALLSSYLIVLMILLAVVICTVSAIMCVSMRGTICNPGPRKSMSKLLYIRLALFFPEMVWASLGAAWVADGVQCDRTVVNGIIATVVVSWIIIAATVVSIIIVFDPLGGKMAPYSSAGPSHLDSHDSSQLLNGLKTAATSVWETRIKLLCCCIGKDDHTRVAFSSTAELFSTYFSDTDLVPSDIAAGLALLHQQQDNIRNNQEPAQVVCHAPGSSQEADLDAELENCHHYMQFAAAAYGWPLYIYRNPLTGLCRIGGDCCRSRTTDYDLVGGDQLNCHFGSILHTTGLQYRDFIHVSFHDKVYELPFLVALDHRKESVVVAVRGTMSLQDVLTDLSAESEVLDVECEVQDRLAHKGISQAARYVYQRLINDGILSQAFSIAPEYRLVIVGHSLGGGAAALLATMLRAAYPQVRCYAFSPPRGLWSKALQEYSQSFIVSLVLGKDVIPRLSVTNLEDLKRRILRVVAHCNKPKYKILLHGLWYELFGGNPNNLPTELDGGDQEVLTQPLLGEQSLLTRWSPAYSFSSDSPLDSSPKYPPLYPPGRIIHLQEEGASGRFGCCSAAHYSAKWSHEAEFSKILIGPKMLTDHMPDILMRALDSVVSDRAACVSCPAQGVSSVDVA
Rtt109 Vps75: inhibitors of C. albicans Rtt109/Vps75 HAT, primary screen, biochemical, ThioGlo CoA-SH fluorescence, plate reader. Histone acetyltransferase RTT109 (Candida albicans (strain SC5314 / ATCC MYA-2876)), …. purified Rtt109/Vps75, 4 h. inhibition, % at 34.9 µM. 330,000 compounds, 0.16% hits. AID 540336, 2011;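 active means inhibition of at least 50% in every replicate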
The depositor's hits bear a star; / = not tested or not shown.

SMILES	RTF Ca sens inh	C-LANA FP	PKA-R2B act	RTF Ca sens act	CAL PDZ FP-1	SR-BI uptake up	CAL PDZ FP-2	Keap1-Nrf2 PPI	DAGLB inh	Rtt109 Vps75
O=C(NCc1ccc2c(c1)OCO2)C1(S(=O)(=O)c2ccccc2)CC1	1	-0.5	-9	10	/	12	9	-5	-3	-14
N#CCCN1CCN(S(=O)(=O)c2ccc(C#N)cc2)CC1	-7	-2.4	8	-6	0.3	20	-1	-3	-4	12
Cc1cc(/C=N/NC(=O)c2ccc(CN3CCOCC3)cc2)c(C)n1-c1ccccc1	-2	-0.3	4	1	/	-72	-2	-4	-1	0
Cc1cc(C)c(S(=O)(=O)Nc2nnc(C)s2)c(C)c1	-5	-3.4	-10	-2	0.9	23	-2	-3	-2	15
Oc1cccc(NC(=S)N=Nc2c(O)[nH]c3ccc(Br)cc23)c1	6	0.1	1	1	-2.9	/	-2	7	10	24
CCc1ccc(S(=O)(=O)N2CCN(c3ccccc3OC)CC2)cc1	-1	-0.6	-2	-1	0.6	-53	/	-6	-10	1
CC(=O)Nc1c(S(=O)(=O)c2ccccc2)c2nc3ccccc3nc2n1Cc1ccccc1	-2	0.2	-10	-2	-3.7	10	-1	-3	0	-30
N#CCC(=O)N/N=C\c1ccc(OC/C=C/c2ccccc2)cc1	-8	-1.2	2	-4	-1.1	-20	-8	2	0	10
Cc1ccccc1-n1nc2c(c1NC(=O)c1ccco1)CS(=O)(=O)C2	-6	0.4	-10	5	-1.7	3	0	-4	-1	-13
CC(Oc1cc2oc(=O)c3c(c2cc1Cl)CCC3)C(=O)NCCCN1CCOCC1 (centres undefined)	-6	-0.6	-13	3	-0.2	12	-5	-3	1	-2
C(=C/c1ccnc2nc(SC/C=C/c3ccccc3)nn12)/c1ccccc1	2	8.6	-5	2	-0.2	0	-1	-2	-4	5
Cc1c(C(=O)N2CCCc3ccccc32)sc2nc(-c3ccccc3)cn12	0	-0.3	6	5	-1.0	-68	/	0	-2	-4
O=C1S/C(=C\c2ccc(N3CCOCC3)o2)C(=O)N1Cc1ccc(F)cc1	-40	0.8	-15	50*	-0.1	9	0	-60	2	-5
C=CCN1N=C(c2ccc(Cl)s2)CSC1=O	3	-0.3	2	2	-1.0	13	-4	-2	-12	14
CN(C)S(=O)(=O)c1ccc(N2C(=O)CC2(/C=C/c2ccccc2)C(=O)NC2CCCC2)cc1 (centres undefined)	-14	-0.9	-5	3	-0.9	-10	-4	-2	2	5
CC(C)CN(C(=O)CN(C)C(=O)Cc1ccc(Cl)cc1)c1c(N)n(CC(C)C)c(=O)[nH]c1=O	-4	-0.1	-7	0	-1.8	17	0	1	1	1
O=C(/C=C/c1ccc(O)c(O)c1)OC1C(O)CC(OC(=O)/C=C/c2ccc(O)c(O)c2)(C(=O)O)CC1O (centres undefined)	-4	11	-2	2	-1.3	11	-1	-2	1	-3
CC(C)c1ccc(/C=C/C(=O)NNC(=O)c2cccnc2)cc1	-5	0.8	-2	-7	/	21	-5	-2	1	0
Cc1noc(C)c1C(c1ccccc1)c1ccccc1	-2	0.9	-14	3	/	23	-1	5	-4	-7
CC(=O)N1CCc2c(sc(NC(=O)Cc3ccccc3)c2C(N)=O)C1	-11	2.0	-5	5	0.3	-2	/	-1	3	6
Cc1ccc(S(=O)(=O)NCCC(=O)N2CCN(C/C=C/c3ccccc3)CC2)cc1	1	-0.9	-14	-3	-0.3	27	2	-4	-3	8
CC(C)(Oc1ccc(CCNC(=O)c2ccc(-c3ccc(Cl)cc3)o2)cc1)C(=O)O	/	-1.1	/	/	-2.4	20	10	0	/	4
CCC(=O)c1cn(/C(=C\C(=O)OC(C)(C)C)CCC(OC)OC)cc1CC	-8	-0.3	-5	-7	0.1	-14	0	2	-6	-3
CCOc1ccc(CN2CCN(Cc3c(C)nn(CC)c3C)CC2CCO)cc1 (centres undefined)	-15	-0.9	-2	4	-0.6	/	-1	-9	-1	10
CN1CCN(c2ccc([N+](=O)[O-])cc2NC(=O)c2ccccc2Cl)CC1	2	1.7	-8	2	/	-9	0	-3	1	16

Following part
SMILES	RTF Ca sens inh	C-LANA FP	PKA-R2B act	RTF Ca sens act	CAL PDZ FP-1	SR-BI uptake up	CAL PDZ FP-2	Keap1-Nrf2 PPI	DAGLB inh	Rtt109 Vps75
Cc1cc(-c2csc(N)n2)c(C)n1C	-4	0.4	1	1	1.5	-3	-2	0	5	16
C=CCC(=O)N1CCCC(CNC(=O)c2ccc(-c3ccccc3)cc2)C1 (centres undefined)	0	-0.1	10	1	-0.9	-20	1	-5	-1	-3
O=C1NC2=C(C(=O)c3ccccc32)C(c2ccccc2)N1 (centres undefined)	-5	-0.6	-6	-8	-2.6	-9	-2	0	4	-2
O=C(NCc1ccccn1)c1ccc(CNS(=O)(=O)c2cccc(C(F)(F)F)c2)cc1	-3	-1.5	16	-3	0.1	1	6	-3	-1	1
CCOC(=O)c1cc2c(ccc3ccccc32)oc1=O	-9	-0.9	-7	-6	-1.5	11	-6	0	-2	4
COc1ccc(S(=O)(=O)N(C)C)cc1NC(=O)c1ccc2c(c1)NC(=O)C(C)S2 (centres undefined)	-2	-0.1	11	-4	-1.9	-13	/	-1	-3	0
CCN(C(=O)CSc1nnc(CNc2cccc(OC)c2)n1C1CCCCC1)C1CCS(=O)(=O)C1 (centres undefined)	3	-1.4	-3	-2	2.6	-3	-3	-2	0	-1
CC1CCc2c(sc3ncn(CC(=O)N4CCCCC4)c(=O)c23)C1 (centres undefined)	-16	0.5	6	1	-2.3	12	-3	-1	0	2
C/C(CC(=O)Nc1c(C)cc(C)cc1C)=N\NC(=O)c1cnccn1	-8	1.5	-5	4	-0.1	/	-2	2	2	1
S=C1NCCc2ccccc2C1c1ccccc1Cl (centres undefined)	-17	1.2	1	0	-2.2	11	-1	-1	2	6
CC1CCc2c(sc3nc(SCC(=O)NCc4ccco4)nc(N)c23)C1 (centres undefined)	0	-1.0	5	-2	-0.9	-4	-5	-7	1	-5
COc1ccc(OCc2nc3ccccc3[nH]2)cc1	-4	0.2	1	-4	-1.8	14	-3	3	2	-3
O=C(O)c1cccc(NC(=O)c2cc(S(=O)(=O)N3CCOCC3)cs2)c1	-1	-0.8	-3	9	-2.0	10	-3	-3	-1	14
CCCCCc1cc(=O)oc2c(C(CCN3CCCC(C)C3)c3ccc4c(c3)OCO4)c(OC)cc(OC)c12 (centres undefined)	-8	2.7	-14	-2	-1.3	-8	0	-7	1	5
Cc1sc2ncn(CC(=O)NCCCC(=O)NCc3ccc(F)cc3)c(=O)c2c1C	12	0.5	-4	-8	-0.4	-3	-2	-4	-2	-3
Cc1ccccc1NC(=O)c1ccc(Nc2c([N+](=O)[O-])cc([N+](=O)[O-])c3ccccc23)cc1	-13	1.6	5	8	-1.0	-60	2	-3	19	-13
Nc1ccc2c(c1)ncn2CCCn1cnc2cc(N)ccc21	-3	0.6	-2	2	0.1	10	-2	2	0	/
CC1=CC(=O)C=CC1(C)C(Cl)(Cl)Cl (centres undefined)	-2	-1.3	15	-4	-2.2	/	2	-2	-5	-4
COC(=O)c1c(N2C(=O)CCC2=O)sc2c1CCCC2	0	-2.0	1	1	0.2	11	-1	-1	-1	2
O=C(O)CCCCCn1c(SCc2cc(=O)n3ccccc3n2)nc2ccsc2c1=O	-3	-1.0	-1	4	-2.8	32	-5	-4	3	29
CC(C)(C)c1ccc(OCCNC(=S)Nc2ccccc2)cc1	-15	0.4	-21	1	-0.8	-9	4	1	-7	1
CC1=C(c2ccc(F)cc2)[N+](=O)C(C)(C)N1[O-]	-8	-1.1	-7	-2	-0.2	-1	-5	-4	-5	9
COC(=O)C1=C(C)N(C)C(C)=C(C(=O)OC)C1c1ccsc1	-2	-1.4	3	3	-0.7	11	-4	-2	-2	-13
CCOC(=O)c1c(NC(=O)CSc2nncn2C)sc(C)c1C	-5	0.1	1	4	1.5	16	/	-2	-2	-10

7 entries drawn at random from the list so far:
SMILES	RTF Ca sens inh	C-LANA FP	PKA-R2B act	RTF Ca sens act	CAL PDZ FP-1	SR-BI uptake up	CAL PDZ FP-2	Keap1-Nrf2 PPI	DAGLB inh	Rtt109 Vps75
COC(=O)C1=C(C)N(C)C(C)=C(C(=O)OC)C1c1ccsc1	-2	-1.4	3	3	-0.7	11	-4	-2	-2	-13
CN(C)S(=O)(=O)c1ccc(N2C(=O)CC2(/C=C/c2ccccc2)C(=O)NC2CCCC2)cc1 (centres undefined)	-14	-0.9	-5	3	-0.9	-10	-4	-2	2	5
O=C(NCc1ccccn1)c1ccc(CNS(=O)(=O)c2cccc(C(F)(F)F)c2)cc1	-3	-1.5	16	-3	0.1	1	6	-3	-1	1
C(=C/c1ccnc2nc(SC/C=C/c3ccccc3)nn12)/c1ccccc1	2	8.6	-5	2	-0.2	0	-1	-2	-4	5
O=C1NC2=C(C(=O)c3ccccc32)C(c2ccccc2)N1 (centres undefined)	-5	-0.6	-6	-8	-2.6	-9	-2	0	4	-2
CC1CCc2c(sc3nc(SCC(=O)NCc4ccco4)nc(N)c23)C1 (centres undefined)	0	-1.0	5	-2	-0.9	-4	-5	-7	1	-5
C=CCC(=O)N1CCCC(CNC(=O)c2ccc(-c3ccccc3)cc2)C1 (centres undefined)	0	-0.1	10	1	-0.9	-20	1	-5	-1	-3
